Compound activity: PubChem BioAssay, Broad Institute
TcdB inh = inhibitors of Clostridioides difficile toxin B glycohydrolase; TcdB glycohydrolase enzymatic assay, plate reader; inhibition, % at 9.99 µM; 350,000 tested, 0.24% active; in the data active = inhibition above about 10%
Target sequence (P18177 whole entry, looked up): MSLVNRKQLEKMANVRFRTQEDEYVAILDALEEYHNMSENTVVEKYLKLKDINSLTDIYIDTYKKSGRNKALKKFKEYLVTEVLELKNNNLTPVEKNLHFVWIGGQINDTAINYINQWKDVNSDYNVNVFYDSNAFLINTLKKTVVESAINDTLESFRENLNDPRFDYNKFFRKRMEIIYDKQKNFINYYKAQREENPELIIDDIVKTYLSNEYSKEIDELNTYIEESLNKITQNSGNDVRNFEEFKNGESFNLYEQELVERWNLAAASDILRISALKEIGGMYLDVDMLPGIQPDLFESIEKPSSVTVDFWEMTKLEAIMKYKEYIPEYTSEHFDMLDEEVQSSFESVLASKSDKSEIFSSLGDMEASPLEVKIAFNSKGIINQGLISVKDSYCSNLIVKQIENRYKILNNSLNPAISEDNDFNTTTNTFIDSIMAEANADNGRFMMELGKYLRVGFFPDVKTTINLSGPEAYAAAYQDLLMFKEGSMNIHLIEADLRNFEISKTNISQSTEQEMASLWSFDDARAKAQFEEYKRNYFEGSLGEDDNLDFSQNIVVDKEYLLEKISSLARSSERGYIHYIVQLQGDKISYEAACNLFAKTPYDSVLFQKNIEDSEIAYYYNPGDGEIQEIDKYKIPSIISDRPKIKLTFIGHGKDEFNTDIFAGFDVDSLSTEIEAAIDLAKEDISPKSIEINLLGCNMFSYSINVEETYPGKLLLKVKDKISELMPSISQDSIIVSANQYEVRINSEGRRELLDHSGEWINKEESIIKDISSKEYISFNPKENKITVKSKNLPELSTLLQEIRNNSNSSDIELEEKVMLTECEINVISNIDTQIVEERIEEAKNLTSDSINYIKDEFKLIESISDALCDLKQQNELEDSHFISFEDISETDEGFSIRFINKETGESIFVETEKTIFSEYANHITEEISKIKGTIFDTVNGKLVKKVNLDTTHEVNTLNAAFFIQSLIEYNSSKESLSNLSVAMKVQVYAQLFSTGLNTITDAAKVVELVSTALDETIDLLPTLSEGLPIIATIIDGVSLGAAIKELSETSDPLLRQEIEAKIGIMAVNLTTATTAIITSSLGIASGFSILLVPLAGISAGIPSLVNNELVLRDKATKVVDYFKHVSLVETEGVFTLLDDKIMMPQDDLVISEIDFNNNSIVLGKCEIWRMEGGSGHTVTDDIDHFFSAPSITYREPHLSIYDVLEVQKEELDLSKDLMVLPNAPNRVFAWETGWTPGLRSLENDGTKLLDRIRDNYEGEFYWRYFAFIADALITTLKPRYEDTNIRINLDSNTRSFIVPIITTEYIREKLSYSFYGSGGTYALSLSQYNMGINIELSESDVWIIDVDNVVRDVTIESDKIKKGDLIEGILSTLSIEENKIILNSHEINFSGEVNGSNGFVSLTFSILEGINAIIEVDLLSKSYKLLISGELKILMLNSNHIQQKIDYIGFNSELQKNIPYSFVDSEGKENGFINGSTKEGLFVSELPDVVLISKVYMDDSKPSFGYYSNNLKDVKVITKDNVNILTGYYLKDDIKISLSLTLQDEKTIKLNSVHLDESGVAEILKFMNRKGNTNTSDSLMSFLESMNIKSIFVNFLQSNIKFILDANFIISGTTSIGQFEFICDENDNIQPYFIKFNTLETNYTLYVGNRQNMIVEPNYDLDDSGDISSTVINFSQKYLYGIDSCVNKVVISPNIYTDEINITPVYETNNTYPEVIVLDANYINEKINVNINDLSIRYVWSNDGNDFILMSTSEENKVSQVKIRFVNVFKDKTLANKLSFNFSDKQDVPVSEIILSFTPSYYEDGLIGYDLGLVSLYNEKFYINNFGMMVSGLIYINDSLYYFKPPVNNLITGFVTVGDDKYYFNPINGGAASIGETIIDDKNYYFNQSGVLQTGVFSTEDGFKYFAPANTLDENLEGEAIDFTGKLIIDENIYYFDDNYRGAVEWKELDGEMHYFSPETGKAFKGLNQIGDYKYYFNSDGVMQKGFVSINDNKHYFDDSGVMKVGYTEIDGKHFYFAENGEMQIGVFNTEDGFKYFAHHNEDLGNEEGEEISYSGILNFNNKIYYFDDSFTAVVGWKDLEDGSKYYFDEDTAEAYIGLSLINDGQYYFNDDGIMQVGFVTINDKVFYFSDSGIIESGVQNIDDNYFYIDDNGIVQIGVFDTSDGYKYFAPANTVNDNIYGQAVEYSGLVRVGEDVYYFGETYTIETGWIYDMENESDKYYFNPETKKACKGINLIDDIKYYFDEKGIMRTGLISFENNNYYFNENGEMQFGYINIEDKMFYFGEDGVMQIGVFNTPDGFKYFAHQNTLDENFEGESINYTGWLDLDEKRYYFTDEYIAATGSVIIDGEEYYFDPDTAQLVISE
The depositor's hits bear a star. Only part of the results is shown; count on the stated rates, not on these rows.

SMILES | TcdB inh
C[C@H](CO)N1C[C@H](C)[C@@H](CN(C)C(=O)Nc2ccc(F)cc2)Oc2ccc(NS(=O)(=O)c3ccc(F)cc3)cc2CC1=O | 0.1
Cc1ccc(S(=O)(=O)N(C)C[C@@H]2Oc3ccc(NC(=O)Nc4ccc5c(c4)OCO5)cc3C(=O)N([C@@H](C)CO)C[C@@H]2C)cc1 | -0.4
COc1ccc2c3c(n(C)c2c1)[C@@H](CO)N(CC1CCOCC1)CC31CCN(C(C)=O)CC1 | 0.2
C[C@H]1CN([C@@H](C)CO)C(=O)c2cccc(NC(=O)Nc3ccccc3)c2O[C@H]1CN(C)S(C)(=O)=O | -0.5
N#C[C@H]1[C@@H](c2ccc(C#Cc3ccccc3F)cc2)[C@@H](CO)N1C(=O)C1CC1 | -0.6
O=C(CN1CCOCC1)NCC[C@H]1CC[C@@H](NC(=O)c2ccccc2F)[C@H](CO)O1 | -0.5
CC(=O)N(C)C[C@@H]1Oc2ncc(-c3ccccc3F)cc2C(=O)N([C@H](C)CO)C[C@@H]1C | 0.2
CO[C@@H]1CN(C)C(=O)c2ccc(NC(=O)c3cccc(F)c3)cc2OC[C@@H](C)N(CC2CC2)C[C@H]1C | -0.5
CCC(=O)N[C@@H]1CC[C@H](CCNS(=O)(=O)c2ccc(Cl)cc2)O[C@@H]1CO | 0.6
O=C(C1CCCC1)N1CC(=O)N2[C@H](CO)[C@@H](c3ccc(C#CCc4ccccc4)cc3)[C@H]2C1 | 0.0
Cc1noc(C)c1NC(=O)N(C)C[C@H]1Oc2c(NS(=O)(=O)c3ccc(Cl)cc3)cccc2C(=O)N([C@@H](C)CO)C[C@H]1C | 0.9
COCC(=O)Nc1ccc2c(c1)C(=O)N(C)C[C@H](OC)[C@H](C)CN(C(=O)c1ccccc1F)[C@H](C)CO2 | -1.5
C[C@H](CO)N1C[C@H](C)[C@@H](CN(C)S(=O)(=O)c2ccc(Cl)cc2)Oc2ccc(NS(=O)(=O)c3cccs3)cc2CC1=O | 0.2
COc1ccc(NC(=O)Nc2ccc3c(c2)CC(=O)N([C@H](C)CO)C[C@H](C)[C@@H](CN(C)S(=O)(=O)c2ccc(F)cc2)O3)cc1 | -0.5
CC(C)C#Cc1cnc2c(c1)C(=O)N([C@H](C)CO)C[C@@H](C)[C@H](CN(C)C(=O)c1cccc(F)c1)O2 | 0.2
C[C@@H]1CN([C@@H](C)CO)C(=O)c2cc(NC(=O)Nc3ccc(F)cc3)ccc2O[C@H]1CN(C)C | -2.5
COc1ccc2c3c(n(C)c2c1)[C@H](CO)N(C(=O)C1CCCC1)CC31CN(Cc2cccc(F)c2)C1 | 0.2
C[C@@H]1CN([C@H](C)CO)C(=O)Cc2cc(NS(=O)(=O)c3ccc(Cl)cc3)ccc2O[C@H]1CN(C)S(=O)(=O)c1cn(C)cn1 | -0.9
Cc1ccc(S(=O)(=O)Nc2ccc3c(c2)C(=O)N([C@H](C)CO)C[C@@H](C)[C@@H](CN(C)Cc2ccc(-c4ccccc4)cc2)O3)cc1 | 0.0
O=C(N[C@@H]1CC[C@H](CCn2cc(-c3ccccc3F)nn2)O[C@@H]1CO)c1ccc2c(c1)OCO2 | 0.2

Structures shown so far with nitrogen in an aromatic ring (seven):
SMILES | TcdB inh
COc1ccc2c3c(n(C)c2c1)[C@@H](CO)N(CC1CCOCC1)CC31CCN(C(C)=O)CC1 | 0.2
CC(=O)N(C)C[C@@H]1Oc2ncc(-c3ccccc3F)cc2C(=O)N([C@H](C)CO)C[C@@H]1C | 0.2
Cc1noc(C)c1NC(=O)N(C)C[C@H]1Oc2c(NS(=O)(=O)c3ccc(Cl)cc3)cccc2C(=O)N([C@@H](C)CO)C[C@H]1C | 0.9
CC(C)C#Cc1cnc2c(c1)C(=O)N([C@H](C)CO)C[C@@H](C)[C@H](CN(C)C(=O)c1cccc(F)c1)O2 | 0.2
COc1ccc2c3c(n(C)c2c1)[C@H](CO)N(C(=O)C1CCCC1)CC31CN(Cc2cccc(F)c2)C1 | 0.2
C[C@@H]1CN([C@H](C)CO)C(=O)Cc2cc(NS(=O)(=O)c3ccc(Cl)cc3)ccc2O[C@H]1CN(C)S(=O)(=O)c1cn(C)cn1 | -0.9
O=C(N[C@@H]1CC[C@H](CCn2cc(-c3ccccc3F)nn2)O[C@@H]1CO)c1ccc2c(c1)OCO2 | 0.2

More structures
SMILES | TcdB inh
COc1ccc(NC(=O)Nc2ccc3c(c2)C(=O)N([C@H](C)CO)C[C@H](C)[C@H](CN(C)S(=O)(=O)c2ccccc2)OCCCC[C@@H](C)O3)cc1 | -2.3
C[C@@H]1CN([C@H](C)CO)C(=O)Cc2cc(NC(=O)C3CCCCC3)ccc2O[C@@H]1CN(C)S(=O)(=O)c1cccs1 | 2.5
COc1ccccc1NC(=O)N1C[C@@H](O)COC[C@@H]2O[C@H](CC(=O)NCCc3ccncc3)CC[C@H]21 | 0.7
O=C(NCC[C@H]1CC[C@H](NC(=O)C2CCC2)[C@@H](CO)O1)c1cnccn1 | 0.1
O=C(C[C@@H]1CC[C@@H]2[C@H](COC[C@H](O)CN2Cc2cccc(Cl)c2)O1)NCc1cccc(F)c1 | -1.4
Cc1ccccc1S(=O)(=O)NCC[C@@H]1CC[C@@H](NC(=O)C2CCOCC2)[C@@H](CO)O1 | 0.1
CN(C)C(=O)C[C@H]1CC[C@H]2[C@@H](COC[C@H](O)CN2Cc2ccc(C(F)(F)F)cc2)O1 | -0.2
NCC[C@H]1CC[C@H](NC(=O)CCN2CCCCC2)[C@@H](CO)O1 | 0.5
C[C@@H]1CCCCO[C@H](CN(C)C(=O)Cc2ccccc2)[C@H](C)CN([C@@H](C)CO)C(=O)c2cc(NC(=O)Nc3cccc4ccccc34)ccc2O1 | -0.2
C[C@H]1CCCCO[C@H](CN(C)C(=O)Nc2ccc3c(c2)OCO3)[C@@H](C)CN([C@@H](C)CO)C(=O)c2cc(NS(C)(=O)=O)ccc2O1 | -0.6

Two entries drawn at random from those above:
SMILES | TcdB inh
CN(C)C(=O)C[C@H]1CC[C@H]2[C@@H](COC[C@H](O)CN2Cc2ccc(C(F)(F)F)cc2)O1 | -0.2
C[C@H]1CCCCO[C@H](CN(C)C(=O)Nc2ccc3c(c2)OCO3)[C@@H](C)CN([C@@H](C)CO)C(=O)c2cc(NS(C)(=O)=O)ccc2O1 | -0.6

Further results
SMILES | TcdB inh
CN(C)C(=O)c1cccc(-c2ccccc2[C@H]2[C@H](C#N)N(C(=O)C3CC3)[C@H]2CO)c1 | -0.5
CO[C@H]1CN(C)C(=O)c2ccc(NS(C)(=O)=O)cc2OC[C@@H](C)NC[C@H]1C | -1.2
CN(C)C(=O)[C@@H]1[C@@H](CO)[C@@H]2Cn3c(ccc(C4=CCCCC4)c3=O)[C@H]1N2Cc1ccccc1F | 1.2
CCN1[C@H](C(=O)N(C)C)[C@@H](CO)[C@@H]2Cn3c(ccc(-c4cccc(C(=O)N(C)C)c4)c3=O)[C@@H]21 | -0.9
COc1ccccc1C(=O)N1C[C@H]2[C@@H](c3ccccc31)[C@H](CO)N2C(=O)C1CCOCC1 | 0.4
C[C@@H]1CCCCO[C@H](CN(C)C(=O)Nc2ccccc2)[C@@H](C)CN([C@@H](C)CO)C(=O)c2cc(NS(=O)(=O)c3ccc(Cl)cc3)ccc2O1 | -0.2
O=C(CCN1CCCCC1)N[C@H]1CC[C@@H](CC(=O)N2CCC(Cc3ccccc3)CC2)O[C@H]1CO | -0.8
O=C(Nc1ccc(Cl)cc1)N[C@@H]1CC[C@@H](CCn2cc(Cc3ccccc3)nn2)O[C@@H]1CO | 0.3
COc1ccc(NC(=O)Nc2ccc3c(c2)C(=O)N([C@@H](C)CO)C[C@@H](C)[C@H](CN(C)C)OCCCC[C@H](C)O3)cc1 | -0.1
CO[C@@H]1CN(C)C(=O)c2cc(NS(C)(=O)=O)ccc2OC[C@@H](C)N(CCC(F)(F)F)C[C@H]1C | -1.0
C[C@H]1CN([C@@H](C)CO)C(=O)c2cc(/C=C/c3ccccc3)cnc2O[C@@H]1CN(C)S(=O)(=O)c1ccccc1 | 0.1
C[C@@H]1CN([C@H](C)CO)C(=O)c2cc(-c3cccc(C#N)c3)cnc2O[C@H]1CN(C)Cc1ccncc1 | -1.1
C[C@@H]1CN([C@@H](C)CO)C(=O)Cc2cc(N(C)C)ccc2O[C@@H]1CN(C)Cc1ccc(Cl)c(Cl)c1 | -1.5
O=C(NC1CCC1)[C@@H]1[C@@H](CO)[C@@H]2Cn3c(ccc(C4=CCCC4)c3=O)[C@@H]2N1C(=O)C1CCCC1 | -0.1
O=C(C[C@@H]1C=C[C@H](NS(=O)(=O)c2ccc(F)cc2)[C@@H](CO)O1)NC1CCC1 | -0.1
C[C@H]1CN([C@@H](C)CO)S(=O)(=O)c2ccc(Br)cc2O[C@H]1CN(C)CC1CC1 | -0.7
C[C@H](CO)N1C[C@H](C)[C@@H](CN(C)CC2CCCCC2)Oc2ccc(NC(=O)C3CC3)cc2CC1=O | 0.9
COc1ccc(S(=O)(=O)N(C)C[C@@H]2Oc3ccc(NS(=O)(=O)c4cccs4)cc3C(=O)N([C@H](C)CO)C[C@@H]2C)cc1 | 0.2
N#C[C@H]1[C@H](c2ccc(C3=CCCC3)cc2)[C@H](CO)N1c1nc(-c2ccccc2)cs1 | 0.1
C[C@@H]1CN([C@H](C)CO)C(=O)c2cc(NS(=O)(=O)c3cccs3)ccc2O[C@H]1CN(C)Cc1ccc(C(=O)Nc2ccccc2N)cc1 | 0.3
C[C@@H]1CCCCO[C@@H](CN(C)S(=O)(=O)c2cn(C)cn2)[C@@H](C)CN([C@@H](C)CO)C(=O)c2cc(NC(=O)CCCN(C)C)ccc2O1 | -1.3
C[C@H](CO)N1C[C@H](C)[C@H](CN(C)C(=O)Cc2cccnc2)Oc2cc(C#CC3(O)CCCC3)ccc2S1(=O)=O | 1.6
CCCNC(=O)C[C@@H]1CC[C@H]2[C@@H](COC[C@H](O)CN2Cc2cccc(F)c2)O1 | -2.9
C[C@@H]1CN([C@@H](C)CO)C(=O)c2cc(NC(=O)Nc3ccc4c(c3)OCO4)ccc2O[C@H]1CN(C)Cc1ccc(Oc2ccccc2)cc1 | -1.4
CN1[C@@H]2c3ccc(/C=C/c4ccccc4)c(=O)n3C[C@@H]2[C@@H](CO)[C@@H]1C(=O)NC1CCCC1 | -0.4
COc1ccccc1-c1ccc2c(c1)[C@H]1[C@H](CCN1C(=O)C1CCCC1)[C@H](CO)N2 | 1.7
C[C@@H]1CN([C@@H](C)CO)C(=O)c2cc(NC(=O)Nc3ccc(F)cc3)ccc2O[C@@H]1CN(C)C(=O)NC1CCCCC1 | 0.6
COc1cccc(CNC(=O)[C@H]2[C@H](CO)[C@H]3Cn4c(ccc(-c5cccnc5)c4=O)[C@H]3N2C)c1 | 0.1
O=C(Nc1ccc2c(c1)OCO2)N[C@@H]1CC[C@H](CCNC(=O)C2CC2)O[C@@H]1CO | -0.1
C[C@@H]1CN([C@H](C)CO)C(=O)c2cc(N(C)C)ccc2O[C@@H](C)CCCCO[C@H]1CN(C)S(=O)(=O)c1ccccc1 | -5.6
CN1C(=O)c2cc(NC(=O)Nc3ccccc3)ccc2OC[C@@H]2O[C@@H](CC(=O)NC3CCC3)CC[C@@H]21 | -1.8
O=C(C[C@@H]1CC[C@@H](NC(=O)Nc2ccc(F)cc2)[C@H](CO)O1)NCc1cccc(F)c1 | 0.5
COCCNC(=O)[C@@H]1[C@@H](CO)[C@@H]2Cn3c(ccc(-c4ccc(OC)cc4)c3=O)[C@H]1N2C(=O)NC(C)C | 0.3
CCC(=O)N1[C@@H]2c3ccc(-c4cccc(F)c4)c(=O)n3C[C@@H]2[C@@H](CO)[C@@H]1C(=O)OC | 2.0
COc1ccc(NC(=O)Nc2ccc3c(c2)C(=O)N([C@H](C)CO)C[C@@H](C)[C@@H](CN(C)Cc2ccc(C(=O)O)cc2)O3)cc1 | -1.4
C[C@@H]1CN([C@H](C)CO)S(=O)(=O)c2ccc(-c3ccccc3)cc2O[C@H]1CN(C)C(=O)C1CCCCC1 | -1.0
O=C(c1ccccc1)N1CC2(C1)[C@@H](c1ccccc1)[C@@H](CO)N2CC1CC1 | -0.7
C[C@@H]1CN([C@@H](C)CO)C(=O)c2cc(NC(=O)CCC(F)(F)F)ccc2O[C@H]1CN(C)Cc1ccccc1 | 0.3
CN(C)c1ccc2c(c1)[C@@H]1C[C@@H](CC(=O)NCc3ccc4c(c3)OCO4)O[C@@H](CO)[C@@H]1O2 | -27
O=C(C[C@H]1CC[C@H](NS(=O)(=O)c2ccc(F)cc2)[C@@H](CO)O1)N1CCC(Cc2ccccc2)CC1 | -0.3
C[C@H](CO)N1C[C@H](C)[C@H](CN(C)S(=O)(=O)c2ccc([N+](=O)[O-])cc2)OCc2ccccc2-c2c(n(C)c3ccccc23)C1=O | 0.3
COCC(=O)N1CCCCN2[C@@H](CO)[C@@H](c3ccc(-c4ccc(C)cc4)cc3)[C@@H]2C1 | 0.0
C[C@@H]1CN([C@H](C)CO)C(=O)c2cccc(NC(=O)C3CCOCC3)c2O[C@H]1CN(C)Cc1ccc(C(F)(F)F)cc1 | 0.6
CCCNC(=O)C[C@@H]1CC[C@H]2[C@@H](COc3ccc(NC(=O)c4cccc(Cl)c4)cc3C(=O)N2C)O1 | 0.0
CC(C)CC#Cc1ccc2c(c1)O[C@@H](CN(C)C(=O)c1ccncc1)[C@H](C)CN([C@@H](C)CO)S2(=O)=O | 0.4
C[C@@H]1CN([C@H](C)CO)C(=O)Cc2cc(NS(C)(=O)=O)ccc2O[C@H]1CN(C)S(=O)(=O)c1ccc(Cl)cc1 | -0.6
C/C=C/c1ccc([C@@H]2[C@@H](CO)N(C(C)=O)C23CN(C(=O)c2ccncc2)C3)cc1 | -2.2
C[C@H](CO)N1C[C@H](C)[C@H](CN(C)S(=O)(=O)c2cccc(C#N)c2)OCc2ccccc2-c2ccccc2C1=O | 0.7
CN1c2ccc(C#Cc3cccnc3)cc2[C@H]2[C@H](CCN2C(=O)C2CCCC2)[C@@H]1CO | 0.1
CO[C@@H]1CN(C)C(=O)c2cc(NC(=O)C3CCCC3)ccc2OC[C@@H](C)N(CC2CC2)C[C@@H]1C | -1.2
COc1ccc(NC(=O)Nc2cccc3c2O[C@H](CN(C)Cc2ccccc2)[C@H](C)CN([C@@H](C)CO)C3=O)cc1 | 1.3
C[C@H]1CN([C@@H](C)CO)C(=O)c2cc(NC(=O)Cc3ccccc3)ccc2O[C@H]1CN(C)Cc1ccc(C(F)(F)F)cc1 | 0.3
